15-hLO inh = qHTS Assay for Inhibitors of 15-hLO (15-human lipoxygenase); Polyunsaturated fatty acid lipoxygenase ALOX15 (Homo sapiens), P16050; purified 15hLO-1, xylenol orange hydroperoxide absorbance; Potency, µM (doses to about 57.1 µM), inactives show top-dose activity change, negative = inhibition, most hits filed as inhibitors; hit rate 1.4% among 74,000; AID 887, 2007; further: potency means the concentration at half of the fitted maximal effect; on the % scale 0 is the no-effect control and ±100 the full control effect; nearly all actives have a fitted effect of over 55% in size
Target sequence (P16050 whole entry, looked up): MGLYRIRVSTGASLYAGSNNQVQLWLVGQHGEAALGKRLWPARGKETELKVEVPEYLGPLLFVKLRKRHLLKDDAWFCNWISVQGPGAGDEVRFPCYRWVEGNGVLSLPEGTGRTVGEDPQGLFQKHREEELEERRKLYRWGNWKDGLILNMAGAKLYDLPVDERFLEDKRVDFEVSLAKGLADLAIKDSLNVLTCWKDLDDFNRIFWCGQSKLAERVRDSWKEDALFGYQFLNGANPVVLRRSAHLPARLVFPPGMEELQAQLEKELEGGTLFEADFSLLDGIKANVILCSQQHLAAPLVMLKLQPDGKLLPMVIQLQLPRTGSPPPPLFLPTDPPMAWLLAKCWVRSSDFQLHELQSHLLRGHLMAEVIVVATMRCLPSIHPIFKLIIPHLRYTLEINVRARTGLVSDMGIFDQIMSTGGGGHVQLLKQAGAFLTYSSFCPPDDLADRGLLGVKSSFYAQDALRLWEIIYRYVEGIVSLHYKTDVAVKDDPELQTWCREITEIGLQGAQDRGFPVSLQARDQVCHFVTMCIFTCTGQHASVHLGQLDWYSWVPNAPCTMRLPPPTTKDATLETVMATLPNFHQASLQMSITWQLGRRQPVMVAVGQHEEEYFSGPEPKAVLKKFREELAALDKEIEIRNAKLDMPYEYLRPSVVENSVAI
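Hydroperoxide formed from arachidonic acid (50 uM) by purified human 15hLO-1 (40 nM) oxidizes ferrous iron, and the ferric-xylenol orange complex is read at 573 versus 405 nm. Compounds were preincubated 15 min; reaction ran 6 min at room temperature.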
Ub-GFP proteasome = Ubiquitin-GFP Assay; Ubiquitin-GFP reporter cells, proteasome inhibition, GFP fluorescence; response scale: untreated = 0%, 10 µM MG-132 = 100%; 67,000 tested, under 10 active; AID 526, 2006; Potency, µM (titrated, usually from 45.9 µM), for inactives: at the top dose activation (GFP accumulation), usual class: activators; active means well fitted activation curve with a large enough effect, not every such curve was filed as active; inconclusive means small, poorly fitted or top-dose-only effect, or another doubt; inactive means no such curve, though single readings can be large or run the other way; further: potency means the concentration at half of the fitted maximal effect
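Proteasome blockade was scored as a rise in GFP-expressing U2OS cells carrying a ubiquitin(G76V)-GFP construct, imaged after 4 hr compound treatment at 37 °C across a 46 uM–2.9 nM series.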
Rhodamine autofl = qHTS Assay for Spectroscopic Profiling in Rhodamine Spectral Region | Rhodamine-region fluorescence, 547/598 nm, Tris buffer; active compounds read high | max dye-equivalent concentration, M | hit rate 0.05% among 59,000 | AID 594, 2007; in the data active means max dye-equivalent concentration above about 11 nM; inconclusive means between about 1.1 nM and that limit
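Read-out is relative fluorescence at 547 nm excitation and 598 nm emission, expressed as dye-equivalent concentration using rhodamine standards on every plate. Each compound was profiled across a concentration series after 15 min in 100 mM Tris, pH 8.0.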
HADH2 inhib = qHTS Assay for Inhibitors of HADH2 (Hydroxyacyl-Coenzyme A Dehydrogenase, Type II). Potency, µM (titrated, usually from 57.1 µM), inactives show at the top dose activity change, negative = inhibition, most hits filed as inhibitors. hit rate 3.4% among 73,000. AID 886, 2007. recombinant HADH2, NADH fluorescence, beta-hydroxybutyryl-CoA; further: potency means the concentration at half of the fitted maximal effect; on the % scale 0 is the no-effect control and ±100 the full control effect; nearly all actives have a fitted effect of over 60% in size; many of its hits are not listed in these tables
Target sequence (Q99714 whole entry, looked up, one chain of several): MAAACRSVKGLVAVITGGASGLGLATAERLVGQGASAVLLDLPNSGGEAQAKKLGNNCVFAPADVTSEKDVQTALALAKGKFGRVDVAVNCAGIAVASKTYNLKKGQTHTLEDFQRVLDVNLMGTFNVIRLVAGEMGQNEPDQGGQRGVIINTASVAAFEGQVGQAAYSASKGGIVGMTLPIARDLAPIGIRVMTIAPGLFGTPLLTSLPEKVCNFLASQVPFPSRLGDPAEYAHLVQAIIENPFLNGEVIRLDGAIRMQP
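E. coli-expressed His-tagged HADH2 tested at 20 nM in alkaline Tris buffer (pH 9.0); oxidation of 90 uM beta-hydroxybutyryl-CoA with 1 mM NAD+ tracked fluorimetrically for 4 min.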
DNA Pol III inh = qHTS Assay for Inhibitors of DNA Polymerase III Holoenzyme System | reconstituted DNA polymerase III holoenzyme replication, biochemical | Potency, µM (highest dose often 57.1 µM), for the others: at the top dose activity change, negative = inhibition | hit rate 0.25% among 71,000 | AID 603, 2007; further: potency means the concentration at half of the fitted maximal effect; on the % scale 0 is the no-effect control and ±100 the full control effect
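Reconstituted *E. coli* holoenzyme (0.35 nM Pol III, 1 nM beta, 154 nM SSB, 2 nM primase) was preincubated with compound for 15 min at RT. Synthesis on 1.4 nM ssM13Gori ran 35 min, then was stopped with PicoGreen/EDTA and read as dsDNA fluorescence.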
HBB splice mod = qHTS Assay for Modulators of Hemoglobin Beta Chain Splicing. HBB splicing reporter cell assay, activation; EGFP reporter with mutant IVS2-654 intron; response scale: normalised to 500 nM splice-correcting PNA. Potency, µM (titrated, usually from 46.1 µM), without a hit: top-dose activation, usual class: activators. hit rate 0.06% among 65,000. AID 925, 2007; further: potency means the concentration at half of the fitted maximal effect; 0% is about no effect
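Compounds were applied for 2 days to HeLa EGFP-654 cells, 500/well in Optimem with 2% FCS. The reporter's EGFP is disrupted by mis-splicing of beta-globin intron IVS2-654. Readout: summed well GFP fluorescence from 488 nm laser scanning; reference was 500 nM antisense […] 654 PNA.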
4-MU autofl = qHTS Assay for Spectroscopic Profiling in 4-MU Spectral Region | compound autofluorescence, 340/450 nm, 4-MU equivalents; active compounds read high | AID 589, 2007 | hit rate 11% among 59,000 | max dye-equivalent concentration, M; in the data active means max dye-equivalent concentration above about 10 nM; inconclusive means mostly about 1.1 nM to 9.6 nM
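Intrinsic fluorescence at 340/450 nm (ex/em) was read after 15 min at room temperature in pH 8.0, 100 mM Tris. Each compound concentration expressed as 4-MU-equivalent concentration from a six-point 4-MU standard series on each plate.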
GFP derepression = qHTS Assay for Epigenetic Modulators. hit rate 0.09% among 68,000. AID 597, 2007. mouse C127i GFP locus derepression, cytometry, 30 h. Potency, µM (doses to about 46.1 µM), without a hit: at the top dose GFP derepression (activation); further: % of control where 0% means no effect
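Murine C127i mammary cells carrying a silenced, stably integrated CMV-driven GFP reporter were treated with compound for 30 hours at 37 C. After PBS washes, GFP-positive cells were counted by laser-scanning microplate cytometry.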
Hsp90 Hop PPI = qHTS Assay for Disrupters of an Hsp90 Co-Chaperone Interaction; Potency, µM (highest dose often 57 µM), inactives show at the highest dose activity change, negative = inhibition; AID 595, 2007; hit rate 0.44% among 71,000; AlphaScreen TPR2A-His6 binding biotin-Hsp90 C-terminal peptide; active means well fitted curve in either direction with a large enough effect; inconclusive means small, poorly fitted or top-dose-only effect, or another doubt; further: potency means the concentration at half of the fitted maximal effect; on the % scale 0 is the no-effect control and ±100 the full control effect; many of its hits are not listed in these tables
TexasRed autofl = qHTS Assay for Spectroscopic Profiling in Texas Red Spectral Region; Compound fluorescence, Texas Red channel, 547/618 nm; active compounds read high; max dye-equivalent concentration, M; hit rate 0.06% among 59,000; AID 587, 2007; in the data active means max dye-equivalent concentration above about 10 nM; inconclusive means between about 1.1 nM and that limit
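Fluorescence at ex 547/em 618 nm, normalized against an on-plate Texas Red standard series to give dye-equivalent concentration per compound concentration. Buffer 100 mM Tris, pH 8.0; 15 min RT incubation before CCD imaging.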
Fluorescein autfl = qHTS Assay for Spectroscopic Profiling in Fluorescein Spectral Region. Compound autofluorescence, 480/540 nm, fluorescein-equivalent; active compounds read high. max fluorescein-equivalent concentration, M. hit rate 0.91% among 59,000; in the data active means max fluorescein-equivalent concentration above about 10 nM; inconclusive means between about 1.1 nM and that limit
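Normalized response (dye-equivalent concentration) derives from comparing each well's 540 nm emission, under 480 nm excitation, with plate-resident fluorescein standards. Compounds were held in 100 mM Tris, pH 8.0, for 15 min at room temperature.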
* = called active by the depositor; i = inactive; ? = inconclusive; . = no result given; [ ] = dose if it differs, or a comment. Unless noted, the call rests on the fitted dose curve; in most records, active means well fitted curve in the direction sought with a large enough effect; inconclusive means small, poorly fitted or top-dose-only effect, or another doubt; inactive means no such curve, though single readings can be large; an effect the other way counts as inactive or inconclusive.

1. CC(=O)SCC[N+](C)(C)C
2. CC(=O)Nc1c2c3c(cccc3n(C)c1=O)C(=O)c1ccccc1-2
3. COc1cccc2c1C(=O)c1c(O)c3c(c(O)c1C2=O)C[C@@](O)(C(=O)CO)C[C@H]3O[C@H]1C[C@@H](N)[C@H](O)[C@@H](C)O1.[W]
4. O=C(NC1CCCCC1)N1CCSC1=Nc1ccccc1
5. COc1ccc(CCNc2ncnc3[nH]ncc23)cc1OC
6. CCc1ccc2[nH]c(=O)c(CN(Cc3ccco3)S(=O)(=O)c3ccc4c(c3)OCCO4)cc2c1
7. COc1cccc(Oc2c(C)oc3c(CN4CCOCC4)c(O)ccc3c2=O)c1
8. CCOc1ccc(C)cc1S(=O)(=O)n1ccnc1
assay / compound,1,2,3,4,5,6,7,8
4-MU autofl,i,1.8e-08M*,i,i,i,?,1.1e-06M*,i
GFP derepression,1%,0%,3%[9.22 µM],0%[20.6 µM],-2%,-2%,4%,-1%
Ub-GFP proteasome,7%,0%,11%[9.17 µM],.,2%,-8%,-3%,0%
15-hLO inh,7%,-7%,0%[11.4 µM],.,4%,5%,10%,4%
DNA Pol III inh,8%,-3%,?,.,-11%,-2%,-3%,3%
Fluorescein autfl,?,1.7e-08M*,?,i,i,i,i,i
HADH2 inhib,7%,-6%,-1%[11.4 µM],.,14%,47%[activator],106%[activator],-3%
TexasRed autofl,i,i,?,i,i,i,i,i
Rhodamine autofl,i,i,?,i,i,i,i,i
HBB splice mod,2.3%,-1.9%,1.7%[9.22 µM],.,-7.4%,.,5.7%[0.369 µM],1.9%
Hsp90 Hop PPI,-3%,3%,-5%[11 µM],.,-2%,55%,-3%,-1%

9. Cn1c(=O)n(CC(=O)NCc2cccnc2)c2ccccc21
10. O=C(O)C1C(c2ccccc2)C(C(=O)Oc2ccc(O)cc2)C1c1ccccc1 (stereo unspecified)
11. CCOc1ccc(C2C(C(=O)OC)=C(C)N=C3SCCC(=O)N32)cc1OCC (stereo unspecified)
12. Cc1cc(C)cc(NC(=O)N2CCC(c3nc4ccccc4o3)CC2)c1
13. CCCN1C(=O)C(O)(C2CC(=O)CC(C)(C)O2)c2ccccc21 (stereo unspecified)
14. CC1CN(c2nc3ccccn3c(=O)c2/C=C(\C#N)S(=O)(=O)c2ccccc2)CC(C)O1 (stereo unspecified)
15. OCCN(CC(O)Cn1ccc2ccccc21)CC(O)Cn1ccc2ccccc21 (stereo unspecified)
16. C=CCc1ccccc1OCC(O)CN1CCN(Cc2ccc3c(c2)OCO3)CC1 (stereo unspecified)
assay / compound,9,10,11,12,13,14,15,16
4-MU autofl,i,i,i,i,i,i,?,i
GFP derepression,2%,-2%,3%,0%,-2%,0%,-3%,2%
Ub-GFP proteasome,-3%,-5%,-3%,-4%,-3%,6%,12%,8%
15-hLO inh,-1%,8%,7%,-8%,10%,-11%,-9%,-22%
DNA Pol III inh,1%,-8%,-4%,-5%,-1%,-4%,-2%,-2%
Fluorescein autfl,?,i,i,?,i,?,i,i
HADH2 inhib,12%,7%,3%,3%,5%,5%,2%,9%
TexasRed autofl,i,i,i,i,i,i,i,i
Rhodamine autofl,i,i,i,i,i,i,i,i
HBB splice mod,0.3%[57.5 µM],.,0.3%,-0.5%,0.1%,-1.2%[57.5 µM],-0.2%,-0.3%
Hsp90 Hop PPI,-2%,-6%,-3%,0%,-1%,-18%,-11%,-9%

17. CCN1CCN(c2ncc(C(=O)Nc3c(F)cc(F)cc3Br)c3ccccc23)CC1
18. CCOC(=O)COc1nc(N(C)C)nc(N(C)C)n1
19. Cc1ccc(NC(=O)COc2ccc3oc4c(c3c2)CCCC4)nc1
20. Cc1ccc2nc(-c3ccc(SCC(=O)O)nc3)[nH]c2c1
21. CC(=O)C1=C(O)C(=O)N(Cc2ccco2)C1c1ccccc1 (stereo unspecified)
22. O=C(O)c1ccc(CO)o1
23. CN(C)S(=O)(=O)c1ccc(C(=O)N2CCCC2c2nc3ccccc3s2)cc1 (stereo unspecified)
24. Cc1ccccc1OCc1nc(-c2ccccc2)no1
assay / compound,17,18,19,20,21,22,23,24
4-MU autofl,?,i,i,?,i,.,i,i
GFP derepression,2%,0%[20.6 µM],0%,-3%,0%,.,1%,-3%
Ub-GFP proteasome,-5%,.,-3%,7%,-1%,.,5%,-6%
15-hLO inh,5%,.,8%,1%,41%[activator],-3%,18%,-8%
DNA Pol III inh,-1%,.,-8%,-4%,-7%,3%,9%,-8%
Fluorescein autfl,i,?,i,i,i,.,?,i
HADH2 inhib,-1%,.,12%,?,-19%,-4%,0%,3%
TexasRed autofl,i,i,i,i,i,.,i,i
Rhodamine autofl,i,i,i,i,i,.,i,i
HBB splice mod,-0.9%,.,0.4%,.,.,-0.1%,2.0%,0.2%
Hsp90 Hop PPI,0%,.,-3%,0%,-5%,1%,0%,?

Quoted from above, compounds 17 to 19
17. CCN1CCN(c2ncc(C(=O)Nc3c(F)cc(F)cc3Br)c3ccccc23)CC1
18. CCOC(=O)COc1nc(N(C)C)nc(N(C)C)n1
19. Cc1ccc(NC(=O)COc2ccc3oc4c(c3c2)CCCC4)nc1
assay / compound,17,18,19
4-MU autofl,?,i,i
GFP derepression,2%,0%[20.6 µM],0%
Ub-GFP proteasome,-5%,.,-3%
15-hLO inh,5%,.,8%
DNA Pol III inh,-1%,.,-8%
Fluorescein autfl,i,?,i
HADH2 inhib,-1%,.,12%
TexasRed autofl,i,i,i
Rhodamine autofl,i,i,i
HBB splice mod,-0.9%,.,0.4%
Hsp90 Hop PPI,0%,.,-3%

Other entries:
25. Cc1ccc(-n2c(N)c(C(=O)N3CCCCC3)sc2=S)cc1
26. CCOc1ccccc1NC(=O)CN(c1ccc(OC)cc1)S(=O)(=O)c1c(C)noc1C
27. Cc1ccc(NC(=O)CCNS(=O)(=O)c2ccc3c(c2)oc(=O)n3C)c(C)c1
28. CCOC(=O)C1=C(C)N=C2SC(C)C(=O)N2C1c1ccc(C(=O)OC)cc1 (stereo unspecified)
29. CC1=C(C(N)=O)C(c2ccccc2)n2nc(-c3cccs3)nc2N1 (stereo unspecified)
30. COCC(=O)Nc1nnc(COc2ccccc2)s1
31. N#Cc1ccccc1Cn1c(=O)n(-c2ccc(CC(=O)NCc3ccco3)cc2)c(=O)c2sccc21
32. COc1ccc(S(=O)(=O)Nc2cc(OC)c(NC(=O)c3ccco3)cc2OC)cc1
assay / compound,25,26,27,28,29,30,31,32
4-MU autofl,i,i,i,i,.,i,.,i
GFP derepression,-2%,3%,3%,2%[20.6 µM],0%,0%,.,-1%
Ub-GFP proteasome,-5%,-13%,-9%,.,-3%,2%,-3%,0%
15-hLO inh,?,-13%,10%,.,-1%,4%,-19%,?
DNA Pol III inh,3%,0%,0%,.,2%,-4%,-7%,-2%
Fluorescein autfl,?,i,?,?,.,i,.,?
HADH2 inhib,6.3µM*,0%,1%,.,6%,6%,9%,-16%
TexasRed autofl,i,?,i,i,.,i,.,?
Rhodamine autofl,i,i,i,i,.,i,.,i
HBB splice mod,-0.6%,-0.7%,1.1%,.,0.6%,-0.1%[57.5 µM],-0.8%,-1.9%
Hsp90 Hop PPI,-14%,-1%,4%,.,-3%,-3%,-5%[2.3 µM],-15%

33. O=C(NCCN1C(=O)C2C3C=CC(C3)C2C1=O)Nc1ccccc1 (stereo unspecified)
34. Cc1ccc(C)c(O)c1
35. CCCCOc1ccc(C(=O)NCc2ccccn2)cc1
36. CC1CCc2c(sc3nc(C4CC4)nc(SCC(=O)NCc4ccco4)c23)C1 (stereo unspecified)
37. C[N+](C)(C)c1ncnc2c1ncn2[C@@H]1C[C@H](O)[C@@H](CO)O1
assay / compound,33,34,35,36,37
4-MU autofl,.,.,i,i,i
GFP derepression,.,.,0%,-3%,3%[9.22 µM]
Ub-GFP proteasome,6%,.,-5%,2%,-1%[9.17 µM]
15-hLO inh,4%,-5%,2%,13%,0%[11.4 µM]
DNA Pol III inh,0%,1%,-3%,-2%,-11%[11.4 µM]
Fluorescein autfl,.,.,i,?,?
HADH2 inhib,-3%,-4%,?,9%,10%[11.4 µM]
TexasRed autofl,.,.,?,i,i
Rhodamine autofl,.,.,i,i,i
HBB splice mod,-0.3%,0.4%,1.6%,.,-1.3%[9.22 µM]
Hsp90 Hop PPI,-2%[2.3 µM],3%,-10%,1%,-4%[11 µM]

Compound activity (PubChem)

An excerpt; rates above refer to the full screens.
